From PubChem BioAssay
CHRM1 antagonist = human M1 muscarinic receptor antagonists, primary screen, CHO-K1 cells, Fluo-8 calcium fluorescence, 1536-well; Muscarinic acetylcholine receptor M1 (Homo sapiens), P11229; inhibition, % at 3 µM; 1.3% of 360,000 active; CHO-K1 hM1, ACh EC80 antagonist;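 active = percent inhibition above its own plate's cutoff, namely the mean of that plate's compound wells plus 3 SD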;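 also: peak over basal fluorescence ratio during 140 s after agonist addition; 0% = ACh EC80 plus DMSO and 100% = DMSO alone without agonist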
Target sequence (P11229 whole entry, looked up): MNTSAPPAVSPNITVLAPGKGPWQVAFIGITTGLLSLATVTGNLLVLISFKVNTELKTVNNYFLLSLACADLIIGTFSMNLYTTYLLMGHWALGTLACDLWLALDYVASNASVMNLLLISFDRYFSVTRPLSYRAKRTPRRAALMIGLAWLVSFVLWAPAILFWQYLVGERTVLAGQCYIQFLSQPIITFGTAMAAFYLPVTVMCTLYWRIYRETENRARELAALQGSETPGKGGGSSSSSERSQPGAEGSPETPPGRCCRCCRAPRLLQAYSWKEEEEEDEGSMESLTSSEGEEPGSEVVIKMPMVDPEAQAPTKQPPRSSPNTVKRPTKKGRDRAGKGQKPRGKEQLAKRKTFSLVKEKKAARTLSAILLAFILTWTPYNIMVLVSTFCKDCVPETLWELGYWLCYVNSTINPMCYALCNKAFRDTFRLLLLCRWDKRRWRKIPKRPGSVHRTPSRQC
CHO-K1 Ca ag = counter-screen for M1 agonists: effect in parental CHO-K1 cells; Fluo-8 calcium fluorescence; scaled to maximal ATP response, vehicle zero; activation, % at 3 µM; 0.48% of 360,000 active; AID 602248, 2012; in the data active = activation above about 15%;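 also: untransfected CHO-K1 host cells lacking M1 receptor as counterscreen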
OXTR potentiator = human OXTR potentiators, primary screen, fluorescence, CHO-OTR cells, Fluo-8 calcium; Oxytocin receptor (Homo sapiens), P30559; Fluo-8 calcium fluorescence, potentiator mode; 0% = oxytocin EC15, 100% = EC100; activation, % at 3 µM; 0.061% of 320,000 active; AID 2445, 2010;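 active = activation above that plate's cutoff, the mean activation of tested compounds plus 3 SD, cut at about 6.6% in these data, passing the limit was not always enough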;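 also: 100% uses oxytocin at 75 nM as the full agonist control; some results filed as inactive read as strong as hits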
Target sequence (P30559 whole entry, looked up): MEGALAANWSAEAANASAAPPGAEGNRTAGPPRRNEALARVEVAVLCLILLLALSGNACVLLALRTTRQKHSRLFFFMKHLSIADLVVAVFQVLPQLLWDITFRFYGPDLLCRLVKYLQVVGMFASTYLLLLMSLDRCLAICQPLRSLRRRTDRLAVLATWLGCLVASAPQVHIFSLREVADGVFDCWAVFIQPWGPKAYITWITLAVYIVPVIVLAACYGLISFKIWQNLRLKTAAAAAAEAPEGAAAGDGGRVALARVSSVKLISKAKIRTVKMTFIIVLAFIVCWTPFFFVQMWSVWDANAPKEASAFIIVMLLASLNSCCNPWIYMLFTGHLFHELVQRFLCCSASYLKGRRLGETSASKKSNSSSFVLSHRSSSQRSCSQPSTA
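Measured by – Fluo-8 calcium dye fluorescence · Test system – human OTR in CHO cells · Dosing – one concentration, 3.0 µM compound · Controls – EC15 oxytocin alone as 0%, 75 nM oxytocin as 100% · Evaluation – normalized max/min fluorescence ratio, % activation · Timing – 6 min pre-incubation, 100 s read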
CHO parental Ca = ATP-evoked calcium signal inhibitors, parental CHO, primary screen, counter-screen for OX1R antagonist project, cell-based, fluorescence, Fluo-8 calcium dye; inhibition, % at 5.6 µM; parental CHO-K1, ATP-induced calcium, Fluo-8 fluorescence; 0.63% of 330,000 active; AID 463079, 2010;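 active = inhibition above that plate's mean sample inhibition plus 3 SD, cut at about 26% in these data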;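 also: 0% = ATP-challenged DMSO wells and 100% = DMSO wells without ATP; some compounds past the cut are filed as inactive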
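Test system: parental CHO cells; detection: calcium-sensitive Fluo-8 fluorescence; evaluation: percent inhibition of calcium signal; also added: ATP as calcium-mobilizing challenge; repeats: one well per compound; control set: ATP-challenged DMSO wells low, unchallenged DMSO wells high; compound: single nominal dose of 5.6 µM per compound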
CHRM4 antagonist = human M4 muscarinic receptor antagonists, primary screen, CHO cells, Fluo-8 calcium fluorescence; Muscarinic acetylcholine receptor M4 (Homo sapiens), P08173; CHO-hM4 cells, ACh EC80; inhibition, % at 3 µM; 0.73% of 360,000 active; AID 624125, 2012;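 active = inhibition above its plate's cutoff, the mean inhibition of sample wells plus 3 SD, cut at about 27% in these data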;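 also: 0% = acetylcholine EC80 with DMSO and 100% = DMSO without agonist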
M1 ag = human M1 muscarinic receptor agonists, primary screen, Fluo-8 calcium fluorescence, CHO-K1 cells, HTS | Muscarinic acetylcholine receptor M1 (Homo sapiens), P11229 | CHO-K1 hM1, agonist mode; 0% DMSO, 100% acetylcholine EC100 | activation, % at 3 µM | 0.33% of 360,000 active;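 active = activation above the run's mean compound activation plus 3 SD, cut at about 16% in these data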;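 also: peak over basal fluorescence ratio within a 140 s kinetic read after compound addition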
CHO-K1 Ca antag = M1 antagonist counterscreen hit in parental CHO-K1 cells. 0.6% of 360,000 active. ATP-induced calcium, Fluo-8 fluorescence. inhibition, % at 3 µM;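 active = inhibition above a per-plate cutoff, the plate's mean sample inhibition plus 3 SD, cut at about 24% in these data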;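 also: 0% = DMSO plus EC80 ATP and 100% = DMSO alone without ATP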
CHRM1 PAM = human M1 muscarinic receptor positive allosteric modulators, primary screen, CHO-K1 cells, Fluo-8 calcium fluorescence, 1536-well | Muscarinic acetylcholine receptor M1 (Homo sapiens), P11229 | CHO-K1 hM1, ACh EC20; 0% = ACh EC20, 100% = maximal ACh | activation, % at 3 µM | 0.088% of 360,000 active | AID 588819, 2011; in the data active = activation above about 19%, passing the limit was not always enough
M4 ag = human M4 muscarinic receptor agonists, primary screen, CHO-K1 cells, Fluo-8 calcium fluorescence; 0.14% of 360,000 active; activation, % at 3 µM; AID 624127, 2012; Muscarinic acetylcholine receptor M4 (Homo sapiens), P08173; CHO-K1 hM4/Gqi5; vehicle 0%, full acetylcholine response 100%;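 active = activation above the run mean over all test wells plus 3 SD, cut at about 32% in these data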;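 also: peak over basal fluorescence ratio per well then scaled between controls; 0% = DMSO wells and 100% = acetylcholine at EC100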
Active calls of the source: *; . = not tested or not shown.

SMILES | CHRM1 antagonist | CHO-K1 Ca ag | OXTR potentiator | CHO parental Ca | CHRM4 antagonist | M1 ag | CHO-K1 Ca antag | CHRM1 PAM | M4 ag
Cc1ccc(NS(=O)(=O)c2cccs2)cc1S(=O)(=O)N1CCCCCC1 | -6 | 1.4 | -6 | -29 | -18 | -4 | -13 | 7 | 7
CNC(=O)c1cc2c(=O)n3cccc(C)c3nc2n(C(C)C)c1=N | -10 | -0.1 | 3 | -3 | -6 | -6 | 6 | 10 | 0
Cc1ccccc1N(CC(=O)NCCc1ccccc1)C(=O)CCC(=O)Nc1ccccn1 | 0 | 1.2 | -17 | -23 | -6 | -3 | -10 | 8 | 4
O/N=C/c1ccccc1OCc1ccccc1Cl | 11 | -0.3 | -12 | -15 | -3 | -5 | -16 | -6 | -1
CCCCCC(=O)NC(=S)Nc1ccc(Cl)cn1 | -2 | -0.5 | 2 | -12 | -3 | -9 | -3 | -8 | -2
CCOc1ccc(NC(=O)CSc2nnc(CCNC(=O)c3ccc(OC)cc3)n2C)cc1 | -12 | 0.3 | -5 | -9 | -6 | -2 | -10 | 10 | -1
Cc1ccc(OCC(=O)Nc2ccncc2)c(C)c1 | 18 | 9.2 | -9 | 21 | 2 | 3 | 29* | -4 | 11
CCOc1ccc(C(=O)COC(=O)C2CCN(c3ccc(C(F)(F)F)cn3)CC2)cc1 | -11 | 4.0 | -10 | -9 | -3 | -3 | -7 | 10 | 1
CC(C)c1ccc(NC(=O)[C@H]2CSCN2C(=O)[C@@H]2CCC(=O)N2)cc1 | -15 | 0.4 | -18 | 8 | 5 | 0 | 17 | 9 | 2
CC1=NN(c2ccccc2)C(=O)C1N=Nc1cccc(O)c1 (stereo not drawn) | -11 | -0.1 | -20 | 22 | -4 | -2 | -4 | 6 | 3
CCOC(CNC(=O)c1ccc2c(c1)ncn2-c1cccc(F)c1)OCC | 0 | 0.2 | -7 | -2 | 4 | -4 | 8 | -3 | 1
COc1ccc(NC(=O)COC(=O)c2cc(Cl)ccc2O)cc1S(=O)(=O)N1CCCCC1 | 6 | -0.4 | -5 | -7 | -1 | -3 | 5 | -1 | 1
O=C(CCC(=O)c1cccs1)Nc1ccccc1F | -13 | 0.5 | -10 | -12 | -12 | -1 | -15 | 13 | 1
CCC(c1nnnn1-c1ccc2c(c1)OCCO2)N1CCN(C(=O)c2ccco2)CC1 (stereo not drawn) | . | 1.3 | . | . | -3 | . | -18 | . | 1
CC1(c2ccc3ccccc3c2)NC(=O)N(CC(=O)NCc2cccs2)C1=O (stereo not drawn) | -9 | 0.7 | -5 | -12 | -3 | -7 | -11 | 9 | 2
COc1cccc(C(=O)Nc2ccc(Cl)c(C(F)(F)F)c2)c1 | 8 | 3.8 | -17 | 2 | -2 | -1 | -3 | -7 | 5
OCCCCc1nccc2c1[nH]c1ccccc12 | -11 | 1.8 | 8 | -9 | -10 | -6 | -18 | 7 | 1
COc1cc(/C=N/n2c(COc3ccccc3)n[nH]c2=S)cc(Br)c1O | 4 | 1.0 | -14 | -3 | 7 | -3 | -5 | 2 | 0
Cc1ccc(-n2nc3ccc(N)cc3n2)cc1 | -26 | 0.4 | -11 | -7 | -3 | -3 | 1 | 10 | 1
Cc1ccc(C2(O)C(=O)c3ccccc3C2=O)c(O)c1C | 12 | 1.2 | -5 | -16 | 10 | -1 | -5 | -1 | 1
Cc1cc(C)nc(-n2nc(C)cc2NC(=O)CNC(C)c2ccccc2)n1 (stereo not drawn) | -6 | -0.1 | -5 | -22 | 4 | -2 | -13 | 6 | 1
CC(=O)c1ccc(OCC(=O)N(C2CCCCC2)C2CCS(=O)(=O)C2)cc1 (stereo not drawn) | -5 | 1.9 | -7 | 5 | -3 | -3 | -2 | 8 | 2
CCCCn1c(N)c(N(CC)C(=O)c2ccccc2C(F)(F)F)c(=O)[nH]c1=O | -11 | 0.1 | 0 | 1 | -4 | 0 | -9 | 9 | 2
O=C(CSc1nccc(=O)[nH]1)Nc1cccc(S(=O)(=O)N2CCOCC2)c1 | -18 | 2.1 | -2 | 5 | 2 | -2 | -15 | 12 | 1
Cc1ccc(S(=O)(=O)NCC(=O)OC(C)C(=O)NC(=O)NC2CCCCC2)cc1C (stereo not drawn) | -5 | 3.0 | -10 | 0 | 1 | -1 | 9 | 7 | 6

Some of these compounds in order of their number in CHRM1 antagonist, highest first.
SMILES | CHRM1 antagonist | CHRM4 antagonist | M1 ag | CHRM1 PAM | M4 ag
COc1ccc(NC(=O)COC(=O)c2cc(Cl)ccc2O)cc1S(=O)(=O)N1CCCCC1 | 6 | -1 | -3 | -1 | 1
CCCCCC(=O)NC(=S)Nc1ccc(Cl)cn1 | -2 | -3 | -9 | -8 | -2
CCCCn1c(N)c(N(CC)C(=O)c2ccccc2C(F)(F)F)c(=O)[nH]c1=O | -11 | -4 | 0 | 9 | 2

(next part)
SMILES | CHRM1 antagonist | CHO-K1 Ca ag | OXTR potentiator | CHO parental Ca | CHRM4 antagonist | M1 ag | CHO-K1 Ca antag | CHRM1 PAM | M4 ag
C/C(=N\Nc1ccc(Cl)c(C(=O)O)c1)c1cc2ccccc2o1 | -12 | 1.1 | -9 | -4 | 5 | -3 | -14 | 6 | 2
COc1ccccc1C(=O)Nc1nnc(-c2ccco2)s1 | -25 | 1.7 | 3 | -31 | -9 | -3 | -23 | 4 | 6
CCN(C(=O)COC(=O)CCOc1cccc(C)c1)c1c(N)n(Cc2ccccc2)c(=O)[nH]c1=O | -10 | -0.3 | . | . | -32 | 0 | -3 | -1 | 1
O=C(CCC(=O)N1CCN(c2ccccn2)CC1)Nc1nnc(C(F)(F)F)s1 | -11 | 1.2 | 1 | -21 | 2 | -3 | -16 | 4 | 1
Cc1ccccc1C(=O)Nc1ccc(C(=O)N/N=C/c2ccc(O)cc2)cc1 | 10 | 0.0 | 2 | 10 | -7 | -5 | 6 | 0 | 3
Cc1ccccc1-n1nnnc1SCC(=O)NC1CC1 | -10 | 0.8 | -4 | -14 | -4 | -1 | -8 | 7 | 1
Oc1ccc(NCc2ccccc2OCc2ccccc2F)cc1 | 6 | 0.0 | -4 | 3 | 8 | -5 | -4 | -10 | 0
Cc1ccc(C(=O)NCC(=O)OCCOc2cccc(Cl)c2)cc1 | -18 | -0.2 | 0 | -6 | 3 | -1 | -5 | 4 | 0
O=C(N/N=C/c1c(Cl)cccc1Cl)c1ccccc1F | -12 | 0.6 | -2 | 16 | -2 | -10 | -6 | 6 | 1
O=c1ccc(Cl)cn1Cc1ccccc1F | -9 | 0.6 | -7 | -13 | 7 | -2 | -10 | 7 | 0
Cn1c(=O)[nH]c(=O)c2c1nc(N1CCCCCC1)n2CCN1CCCCCC1 | 18 | 0.0 | -5 | -19 | 18 | -6 | -5 | -13 | 1
CN1CCN(c2ccc(S(=O)(=O)N3CCOCC3)cc2NC(=O)CCc2ccccc2)CC1 | -13 | 0.2 | 0 | -4 | 3 | -2 | 3 | 18 | 2
Cc1cc(N2CCCc3ccccc32)n2ncnc2n1 | -4 | 0.1 | 2 | -8 | 0 | 0 | -10 | 2 | 1
Cc1cccc(C)c1OCC(=O)OC/C(O)=C(\C#N)c1nc2ccccc2[nH]1 | -7 | 1.0 | -4 | 0 | 12 | -4 | 1 | 6 | 2
COc1cccc(/C=N/NC(=O)N/N=C/c2cccc(OC)c2O)c1O | -13 | 4.5 | 5 | -10 | -6 | -4 | -7 | 1 | 12
CC1(c2nnc(-c3cccc(Cl)c3)o2)CC(c2ccccc2F)=NO1 (stereo not drawn) | 7 | -0.3 | -8 | -10 | 3 | -2 | -8 | 1 | 0
CC(=O)c1cc(C(=O)Nc2ccc(C(=O)O)cc2)oc1C | -6 | 0.7 | 0 | -8 | -4 | -3 | -12 | 4 | 0
CC(Oc1ccc(F)cc1)c1ccnc2nc(/N=C/N(C)C)nn12 (stereo not drawn) | 8 | -0.3 | 5 | -16 | -3 | -11 | 1 | -5 | 1
O=C(Nc1nnc(C2CC2)s1)c1ccco1 | -3 | 0.4 | 0 | 0 | 9 | -4 | 7 | 9 | 0
COc1ccc(S(=O)(=O)N(C)CC(=O)NC2CCCC2)cc1Cl | -14 | 0.0 | -7 | 8 | -8 | 0 | 9 | 3 | 2
CCOc1cc(C2c3c(n[nH]c3C)C(=O)N2c2ccc(C)cc2)ccc1O (stereo not drawn) | 2 | 0.7 | -14 | -8 | -7 | -5 | -11 | 7 | -1
CCCSc1ncnc2sc(C)c(C)c12 | -1 | 0.1 | -7 | 2 | -2 | -3 | -4 | 5 | 0
NNC(=O)c1sccc1OCc1ccc(Cl)cc1Cl | 5 | 7.1 | -6 | -29 | -6 | -2 | 4 | -3 | 4
Cc1cc(C)c([N+](=O)[O-])cc1NCC(=O)N1CCN(c2ccccc2)CC1 | -11 | 1.5 | -9 | -9 | -4 | -7 | -15 | 8 | 2
COc1cc(C(c2c(C)[nH][nH]c2=O)c2c(C)[nH][nH]c2=O)ccc1OS(=O)(=O)c1ccc(C)cc1 | -12 | 0.2 | -10 | -8 | 1 | 3 | -5 | 9 | 1

Continued:
SMILES | CHRM1 antagonist | CHO-K1 Ca ag | OXTR potentiator | CHO parental Ca | CHRM4 antagonist | M1 ag | CHO-K1 Ca antag | CHRM1 PAM | M4 ag
N=c1n(CC(=O)c2cccs2)c2ccccc2n1Cc1ccccc1 | 0 | 0.7 | -11 | 0 | 4 | -4 | 14 | 7 | 3
CCC(CC)NC(=O)C1CC(=O)N(CCc2ccc(F)cc2)C1 (stereo not drawn) | -16 | 0.9 | -13 | 1 | 2 | -4 | -6 | 2 | -1
CCOC(=O)C1=C(C)Nc2nnnn2C1c1ccccc1Cl (stereo not drawn) | -11 | 0.6 | -13 | -1 | 11 | -1 | -10 | 0 | 0
COc1cc(C(=O)Nc2cc(C)ccn2)ccc1OCC(=O)N1CCOCC1 | -1 | 0.6 | 0 | -11 | 3 | -4 | -6 | 2 | 0
CCCCCCCc1ccc(-c2ccc(O)cc2)nc1 | 0 | 0.6 | -3 | 14 | 7 | -3 | 4 | 3 | -1
O=C(c1cc(Cl)c(=O)n(Cc2ccc(Cl)cc2)c1)N1CCOCC1 | -6 | 0.0 | -4 | 1 | 6 | -5 | 1 | 7 | 0
CCC1(c2cccc(Cl)c2)NC(=O)N(Cc2cc(C(=O)OC)c(C)o2)C1=O (stereo not drawn) | -1 | 2.5 | -22 | -8 | -12 | 11 | -3 | -2 | 10
Cc1ccc(NC(=O)C(Cc2ccccc2)n2cccc2)cc1 (stereo not drawn) | 3 | 2.1 | -6 | -5 | -7 | -4 | -4 | -4 | 1
Cc1[nH]c2ccccc2c1C(=O)CN1CCCC(C)C1 (stereo not drawn) | -11 | 1.2 | -2 | -11 | 5 | -6 | -15 | 6 | 1
